# All columns: NCI-60 one-dose screen, growth in % after 48 h at 10 µM unless noted; 100 = growth as untreated, 0 = no growth, -100 = all killed.
# CAKI-1 = CAKI-1 renal cancer | 75,000 tested, 4.7% active
# SN12C = SN12C renal cancer cells | 81,000 tested, 3.8% active | AID 1794767
# 786-0 = 786-0 renal cancer cells | 81,000 tested, 5.1% active
# TK-10 = TK-10 renal cancer cells; 81,000 tested, 3.9% active; AID 1794769
# PC-3 = PC-3 prostate cancer cells | 80,000 tested, 3.9% active
# ACHN = ACHN renal cancer. 81,000 tested, 4.9% active
# RXF 393 = RXF 393 renal cancer cells | AID 1794773 | 77,000 tested, 6.9% active
# A498 = A498 renal cancer cells; 76,000 tested, 5.4% active
# UO-31 = UO-31 renal cancer; 81,000 tested, 5.2% active
# * hit, by the source's call; nt = no result given; & = joins results of further samples. The calls were made as follows: active = growth percent below 10; inactive = the rest. This is a random part of the collection; overall some 11% were active at least once.
molecule	CAKI-1	SN12C	786-0	TK-10	PC-3	ACHN	RXF 393	A498	UO-31
OC1(Cc2ccccc2)CCNCC1	nt	98	103	109	106	101	126	16	90
O=C(CN1CCN(c2cc3c(cc2F)c(=O)c(C(=O)O)cn3C2CC2)CC1)Nc1ccc(C(=O)/C=C/c2ccccc2)cc1	73	11	23	40	55	40	42	58	45
COc1cc(N)c2ncsc2c1	107	106	120	89	104	101	115	97	81
Cc1cc2c(cc1C)NC1=C(N2)OC(c2c3ccccc3cc3ccccc23)C1=O (configuration not stated)	42	14	30	107	28	29	24	142	nt
CC/C(=C(\c1ccc(OCCN2CCCCCC2)cc1)c1ccc(OC(=O)Cc2ccccc2)cc1)c1ccc(Cl)cc1	101	94	103	98	99	105	110	106	73
COc1ccc(C=C2c3ccccc3-c3ccccc32)cc1	49	62	58	69	64	58	54	16	54
CCOC(=O)C1CCC1C(=O)OCC (configuration not stated)	95	105	103	103	97	106	100	99	90
O=C(/C=C/c1cccc(C(F)(F)F)c1)Nc1ncc(Cc2ccc(Cl)cc2)s1	84	100	98	129	93	107	105	101	87
CC(=O)N1N=C(c2ccc(Br)cc2)CC1c1sc(N(C)Cc2ccccc2)nc1Cl (configuration not stated)	79	102	93	91	84	103	103	109	76
Cc1nc2c(cnn2-c2ccccc2)c(=O)n1-c1ccc(NC(=O)c2ccc(F)cc2)cc1	66	74	83	71	53	61	79	87	nt
O=c1ccn(CCCOc2ccccc2Cl)c(=O)[nH]1	94	103	100	103	96	105	91	106	93
O=C(CSc1nc2ccccc2c(=O)n1-c1ccccc1)Nc1cccc(C(=O)/C=C/c2ccc(Cl)cc2)c1	82	104	93	113	88	101	91	96	86
COC(=O)c1ccc(Cl)cc1	102	103	101	96	96	109	105	94	97
O=C1CN(CCN2CC(=O)N(CN3CCOCC3)C(=O)C2)CC(=O)N1CN1CCOCC1	114	88	111	95	89	99	115	105	81
O=C(NC(CO)C(O)c1ccc([N+](=O)[O-])cc1)C(Cl)Cl (configuration not stated)	91	101	105	125	99	100	106	95	94
Cc1ccc(-c2cc(C(=O)N=Nc3c(O)[nH]c4ccc(Br)cc34)c3ccccc3n2)cc1	74	49	89	119	53	52	nt	125	52
COc1cc(-c2cc(-c3ccc(Cl)cc3)nc3nc(N)[nH]c(=O)c23)ccc1Oc1ccnc2cc(Cl)ccc12	92	95	96	118	89	109	96	127	99
CN1C(=O)c2ccccc2CC12c1ccccc1C(=O)N2C (configuration not stated)	100	99	108	104	99	110	89	110	94
CCS(=O)(=O)Nc1ccc(C(=O)CC2(O)C(=O)Nc3ccccc32)cc1 (configuration not stated)	83	97	108	122	92	95	115	103	68
O=C1c2cccc3cccc(c23)C(=O)N1CC1CO1 (configuration not stated)	99	104	102	98	94	86	109	88	86

# (next part)
molecule	CAKI-1	SN12C	786-0	TK-10	PC-3	ACHN	RXF 393	A498	UO-31
O=C1c2ccccc2C(=O)N1CNc1ccc(Cl)cc1	nt	98	83	78	82	54	114	95	77
Clc1ccc(/C=C(/C2=NCCN2)n2cnc3ccccc32)cc1	78	91	103	130	87	96	146	nt	75
NC(N)=NCCCCCNC(=O)C1=NOC2(C=C(Br)C(=O)C(Br)=C2)C1	99	102	103	110	102	108	nt	113	91
COc1ccc(-c2cn(CCCCN3C(=O)C(=O)c4ccccc43)nn2)cc1	89	103	97	121	103	97	103	79	83
COc1cc(C2CC(=O)Nc3c2cc(Br)c2ccccc32)cc(Br)c1OC (configuration not stated)	3.2*	54	0.8*	-7.5*	39	5.6*	36	-2.6*	0.8*
CCCCN(CCCC)CC(O)c1ccc(OCc2ccccc2)c2ccccc12 (configuration not stated)	26	95	85	78	64	72	106	97	29
CCCCOc1nc2cc(Cl)ccc2cc1/C=C/c1cc(/C=C/c2cc3ccc(Cl)cc3nc2OCCCC)[nH]n1	88	98	95	109	97	100	nt	94	79
OCc1c(-c2ccccc2)nc2n1CCS2	99	115	100	108	157	102	nt	nt	nt
CCOC(=O)c1c(C)nc2[nH]n(-c3ccccc3)c(=O)c2c1-c1ccc(Cl)cc1	99	102	105	137	93	103	111	96	82
COc1ccc(C(=O)C[n+]2ccc(/C=C/c3ccncc3)cc2)cc1	80	72	nt	85	91	92	87	67	70
CCN1CCN(CC(=O)Nc2ccc(-c3cn4c(n3)sc3cc(Oc5ccnc(C(=O)NC)c5)ccc34)cc2)CC1	67	86	75	90	66	73	69	82	60
c1ccc(N2c3ccccc3Sc3ccccc32)cc1	83	109	106	105	99	103	96	122	95
Cc1nc2ncccn2c1-c1csc(N)n1	93	107	111	109	93	102	107	97	118
O=C(Nc1ccc2ncnc(Nc3ccc(Oc4cccc(F)c4)c(Cl)c3)c2c1)c1ccc(CNCCO)cc1	55	49	-4.0*	57	28	29	nt	72	74
Cc1ccc(-c2csc(NC(=O)c3ccc(Cc4n[nH]c(=O)c5cccnc45)cc3)n2)cc1	89	98	95	114	89	92	70	87	58
NS(=O)(=O)c1ccc(Nc2nc(SCc3ccccc3)nc3ccccc23)cc1	49	65	40	82	54	62	45	48	47
COc1cc(/C=C2\SC(=S)N(CC(=O)O)C2=O)ccc1OCCCCCCOc1ccc(/C=C2\SC(=S)N(CC(=O)O)C2=O)cc1OC	110	105	107	nt	116	108	106	100	102
CCCCCOC(=O)N1CCCCC1	98	nt	93	90	95	105	116	94	88
Clc1ccc(Cc2ccc(Cl)cc2)cc1	99	104	101	110	95	104	110	94	84
CCNc1nnc(COc2ccc(CNC(=O)CCCC/C=C/C(C)C)cc2OC)o1	nt	104	95	107	104	101	120	109	84

# Going on with the list.
molecule	CAKI-1	SN12C	786-0	TK-10	PC-3	ACHN	RXF 393	A498	UO-31
CC(=O)Nc1cc2c(cc1Br)-c1ccccc1C2	nt	58	102	86	74	83	96	nt	35
O=C(c1ccccc1)c1c(/C=C/c2ccc(Cl)cc2)nc2ccccc2c1/C=C/c1ccccc1	78	91	95	95	95	94	96	76	76
Oc1cccc(NC(=S)Nc2ccccc2)c1	96	101	94	100	103	89	99	90	84
Clc1cnnc(Cl)c1Cl	95	101	104	110	91	104	123	nt	94
O=C(/C=C/c1cccc(F)c1)c1cccc(OCCCCOc2cccc(C(=O)/C=C/c3cccc(F)c3)c2)c1	99	95	106	100	98	100	107	110	96
CC(=O)c1ccc(NC(=O)CSc2nnc(-c3ccc(NC(=O)c4cccnc4)cc3)o2)cc1	101	47	101	117	98	105	108	107	94
COc1ccc(C=O)cc1S(=O)(=O)O	104	102	103	110	96	107	115	105	82
N#Cc1c(N)nc2c(c(N)nn2-c2ccccc2)c1-c1ccc(Cl)cc1	80	79	87	146	55	60	93	63	58
O=c1nc(Nc2cccc([N+](=O)[O-])c2)sc2ccccc12	73	80	93	118	85	70	44	49	72
CC(=O)OC(C)C(=O)OC(C)C(=O)OCCOCCCl (configuration not stated)	91	95	97	93	101	108	112	115	91
Cc1c(/C=C2\Oc3ccccc3C2=O)c(=O)n(-c2ccccc2)n1C	85	100	100	108	105	104	95	100	88
Cc1c(C)c(C)c(C(=O)C[n+]2ccccc2)c(C)c1C	110	97	111	nt	105	96	102	99	78
Cc1cc(C)c(N2C(=O)CC(Nc3cccc(C)c3C)C2=O)c(C)c1 (configuration not stated)	97	100	106	111	105	104	121	109	80
CCOC(=O)c1nn(-c2ccc(Cl)cc2)c(=N/N=C/c2c(O)cc3oc(C)cc(=O)c3c2OC)s1	83	92	94	91	87	89	101	106	51
N#CC1=C(N)Oc2c(ccc3ccccc23)C1c1ccccc1 (configuration not stated)	18	33	14	47	6.2*	31	68	34	39
Clc1nnc2ccc(Oc3ccccc3-c3cccc(N4CCOCC4)c3)nn12	67	94	97	111	83	96	100	150	72
O=C(/C=C\c1ccco1)CCN1CCCCC1	85	103	108	nt	96	107	101	93	102
COC(=O)C1=Nc2cc(OC)cc(OC)c2/C1=C\c1sc(N)nc1O	79	85	71	106	100	83	81	79	64
N/C(=N\c1nc(-c2ccccc2)cc(=O)[nH]1)Nc1ccccc1	90	99	89	101	101	105	94	88	86
Fc1ccc(Oc2ccc(Nc3ncnc4onc(-c5ccccc5)c34)cc2)cc1	93	84	97	102	101	100	115	67	52

# Ordered by length of the SMILES (falling): some entries from above
molecule	CAKI-1	SN12C	786-0	TK-10	PC-3	ACHN	RXF 393	A498	UO-31
O=C(/C=C/c1cccc(F)c1)c1cccc(OCCCCOc2cccc(C(=O)/C=C/c3cccc(F)c3)c2)c1	99	95	106	100	98	100	107	110	96
O=C(c1ccccc1)c1c(/C=C/c2ccc(Cl)cc2)nc2ccccc2c1/C=C/c1ccccc1	78	91	95	95	95	94	96	76	76
Fc1ccc(Oc2ccc(Nc3ncnc4onc(-c5ccccc5)c34)cc2)cc1	93	84	97	102	101	100	115	67	52
CC(=O)Nc1cc2c(cc1Br)-c1ccccc1C2	nt	58	102	86	74	83	96	nt	35
O=C(/C=C\c1ccco1)CCN1CCCCC1	85	103	108	nt	96	107	101	93	102
Clc1cnnc(Cl)c1Cl	95	101	104	110	91	104	123	nt	94

# (continued)
molecule	CAKI-1	SN12C	786-0	TK-10	PC-3	ACHN	RXF 393	A498	UO-31
CCC1(C)CC(C)(C)c2cc([N+](=O)[O-])c(C)c([N+](=O)[O-])c21 (configuration not stated)	93	101	98	101	92	98	106	nt	93
Nc1nn(C(=O)c2ccc(C(F)(F)F)nc2)cc1-c1ccc(Cl)cc1	94	97	93	nt	94	95	81	76	70
CCOC(=O)c1c(NCC(=O)Nc2ccc(Cl)cc2[N+](=O)[O-])sc(C(C)=O)c1C	93	98	97	105	92	96	98	104	74
CC1CC(O)C2C3(C)CCCC2(COC3=O)C12CCC1(CCOC1=O)O2 (configuration not stated)	95	113	99	114	94	108	114	71	93
CSc1nccc(-c2c(-c3ccc(F)c(OCc4ccc(F)cc4)c3)nc3sccn23)n1	68	74	74	70	55	44	84	46	54
O=Nc1ccc(O)c(=O)cc1	-7.7*	14	16	15	nt	1.3*	-42*	145	-36*
COc1ccccc1NC(=S)N1CCC(CCCC2CCN(C(=S)Nc3ccccc3OC)CC2)CC1	86	89	98	111	84	91	100	110	75
COc1nc2ccccc2cc1Cc1cc(-c2ccccc2)n[nH]c1=O	75	92	89	130	84	88	104	99	75
CS(=O)(=O)NNC(=O)c1ccc(-n2nc(-c3ccccc3)c3ccccc32)cc1	77	91	nt	98	82	94	83	80	83
NC(N)=NCCN1CCCCCCC1	107&104	106&105	108&99	106	96&107	108&124	112&110	107	91&103
C=C1C(=O)O[C@H]2[C@H]1CC/C(COC(=O)NCc1cn(C)c3ccccc13)=C\CC[C@@]1(C)O[C@@H]21	-19*	2.9*	-88*	-48*	8.7*	-36*	-94*	63	-88*
CCC(=O)C(CC)c1ccccc1 (configuration not stated)	98	110	113	107	87	97	95	107	88
CCC(C)C(O)Cc1cc(O)cc(=O)o1 (configuration not stated)	90	92	106	143	93	108	106	95	93
Nc1nc(Nc2ccccc2SSc2ccccc2Nc2nc(N)nc(-c3ccc(C(F)(F)F)cc3)n2)nc(-c2ccc(C(F)(F)F)cc2)n1	-20*	58	81	95	30	20	79	nt	-85*
CCN1C(=O)N(CC)C2C1NN=c1s/c(=C3\C(=O)N(CC(C)(C)C)c4ccccc43)c(=O)n12 (configuration not stated)	39	33	40	84	21	41	12	nt	39
CCc1ccc(NC(=O)N[C@@H](Cc2cccc(C)c2)C(=O)N[C@@H]2C(=O)N3CCC[C@H]3C(=O)N3CCCC[C@H]3C(=O)N[C@@H](CO)C(=O)N3C[C@H](C)C[C@H]3C(=O)O[C@H]2C)c(F)c1	16	22	41	53	18	32	-9.1*	nt	30
COC1=CC2C=C(C3N(c4ccccc4)NC(=O)[C@@H]4CCCN34)C(=O)NC2C=C1 (some centres not stated)	nt	107	100	100	102	102	116	96	87
COC(=O)[C@H](Cc1ccc(O)cc1)NC(=O)[C@@H](OC)[C@@H]1Cc2cc3cc(OC4CC(OC5CC(O)C(O)C(C)O5)C(O)C(C)O4)c(C)c(O)c3c(O)c2C(=O)[C@H]1OC1CC(OC2CC(OC3CC(C)(O)C(O)C(C)O3)C(O)C(C)O2)C(O)C(C)O1 (some centres not stated)	69	13	2.0*	23	13	4.1*	-72*	-63*	18
CCn1cc(CNc2ccc(C(=O)Nc3ccc4ccccc4c3)cc2)c(C)n1	54	86	75	1.8*	nt	70	86	nt	47
NC(=S)Nc1ccccc1Cl	91	97	102	110	96	105	93	91	96

# Rewritten with two lines to a compound: two of the compounds above.
# Order of values: CAKI-1 | SN12C | 786-0 | TK-10 | PC-3 | ACHN | RXF 393 | A498 | UO-31
- COC(=O)[C@H](Cc1ccc(O)cc1)NC(=O)[C@@H](OC)[C@@H]1Cc2cc3cc(OC4CC(OC5CC(O)C(O)C(C)O5)C(O)C(C)O4)c(C)c(O)c3c(O)c2C(=O)[C@H]1OC1CC(OC2CC(OC3CC(C)(O)C(O)C(C)O3)C(O)C(C)O2)C(O)C(C)O1 (some centres not stated)
    69 | 13 | 2.0* | 23 | 13 | 4.1* | -72* | -63* | 18
- CCn1cc(CNc2ccc(C(=O)Nc3ccc4ccccc4c3)cc2)c(C)n1
    54 | 86 | 75 | 1.8* | nt | 70 | 86 | nt | 47

# The listing continues:
molecule	CAKI-1	SN12C	786-0	TK-10	PC-3	ACHN	RXF 393	A498	UO-31
N#Cc1ccccc1C#N	98	104	107	110	92	104	107	nt	89
CN1C(=O)C(C(=O)/C=C/c2ccccc2C(=O)O)C(=O)N(C)C1=O	90	101	95	102	96	108	118	104	87
COc1cc2c(c(OC)c1OC)C(=O)CC(c1cccc(C(=O)Nc3ccc(C#N)cc3)c1)O2 (configuration not stated)	72	72	90	92	39	79	100	72	52
CCc1cccc(C)c1NC(=O)c1sc2nc3c(cc2c1N)C(=O)CCC3	46	52	39	52	23	52	nt	-9.2*	50
CC1=NN(C)C(=O)C1	103	101	nt	105	97	104	118	91	nt
Cc1cnc(NC2CCC(=O)N2)s1 (configuration not stated)	97	101	114	101	107	108	111	nt	95
O=C(NCCNC(=O)c1ccccc1)c1ccccc1	91	100	99	102	85	97	107	71	83
COc1cccc(OCCC#N)c1	112	110	98	99	92	101	108	96	89
